Runt-CBFb FRET: inhibitors of RUNX1 Runt–CBFb binding, primary screen, biochemical, FRET, Cerulean-Runt, Venus-CBFb, uHTS; inhibition, % at 20 µM; Cerulean-Runt/Venus-CBFb FRET ratio 530/480, 1 h; 0.46% of 220,000 active; Runt-related transcription factor 1 (Homo sapiens) + Core-binding factor subunit beta …; AID 1496, 2009;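 active = inhibition over about 50% at 20 µM in the single-dose screen, limit read from the data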;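 note: 0% = DMSO wells and 100% = excess unlabeled CBFb competitor control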
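Measured by: fluorescence energy transfer, 422 nm excitation, 530/480 nm emission; Assay system: Cerulean-Runt domain; Medium: Tris pH 7.5 buffer with BSA; Measure: loss of energy transfer signal; Controls: 5 µM unlabeled CBFb as full-inhibition high control; Incubation: protein complex preformed 1 h, compound exposure 1 h, room temperature, dark.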
S1P4 agonist: S1P4 receptor agonists, primary screen, cell-based | Sphingosine 1-phosphate receptor 4 (Homo sapiens), O95977 | S1P4-expressing cell line, agonist reporter assay | activation, % at 4.98 µM | 0.35% of 220,000 active; in the data active = activation above about 11%;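 note: 0% = DMSO vehicle and 100% = reference agonist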
Ba/F3 V617F tox: reduced viability of JAK2V617F-dependent Ba/F3 cells, primary screen, JAK2V617F inhibitor project, cell-based, Ba/F3 EpoR-JAK2V617F, luminescence; 1.1% of 220,000 active; ATP luminescence; AID 1446, 2008; inhibition, % at 5.6 µM;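 active = inhibition above the campaign mean plus 3 SD over all tested compounds, cut at about 24% in these data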;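 note: cytokine-independent growth of Ba/F3 cells driven by EpoR plus mutant JAK2; 0% = DMSO-treated cells and 100% = JAK inhibitor I control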
BaF3 parental: parental Ba/F3 cell viability inhibition, counter-screen for JAK2V617F inhibitor project, murine pro-B, CellTiter-Glo luminescence. CellTiter-Glo ATP luminescence. inhibition, % at 5.6 µM. 1.1% of 220,000 active. AID 1486, 2009;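 active = inhibition above a per-campaign cutoff, the mean inhibition of all tested compounds plus 3 SD, cut at about 27% in these data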;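 note: 0% = DMSO wells and 100% = JAK Inhibitor I control wells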
NPY2 pot ag: NPY-Y2 potentiators or agonists, primary screen, cell-based | Neuropeptide Y receptor type 2 (Homo sapiens), P49146 | cells expressing NPY-Y2, potentiator/agonist read-out | activation, % at 3.6 µM | 0.45% of 220,000 active | AID 1359, 2008; in the data active = activation above about 27%;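 note: cells stimulated with NPY near EC25 plus isoproterenol at EC100; 0% = vehicle plus submaximal agonist and 100% = vehicle plus saturating agonist; some results beyond the cut were filed as inactive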
Target sequence (P49146 whole entry, looked up): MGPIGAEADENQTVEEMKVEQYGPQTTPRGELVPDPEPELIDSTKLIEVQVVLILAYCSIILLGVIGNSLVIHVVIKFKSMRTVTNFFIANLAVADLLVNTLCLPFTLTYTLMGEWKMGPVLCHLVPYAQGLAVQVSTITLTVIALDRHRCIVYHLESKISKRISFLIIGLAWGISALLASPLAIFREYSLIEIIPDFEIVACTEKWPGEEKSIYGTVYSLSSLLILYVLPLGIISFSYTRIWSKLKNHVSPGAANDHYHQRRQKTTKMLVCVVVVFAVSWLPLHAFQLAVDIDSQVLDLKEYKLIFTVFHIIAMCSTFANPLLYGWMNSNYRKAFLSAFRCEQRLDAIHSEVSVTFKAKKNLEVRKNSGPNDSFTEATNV
S1P4 antagonist: S1P4 receptor antagonists, primary screen, cell-based; Sphingosine 1-phosphate receptor 4 (Homo sapiens), O95977; S1P4-expressing cells, antagonist mode, reporter read-out; inhibition, % at 4.98 µM; 0.26% of 220,000 active; in the data active = inhibition above about 29%;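 note: 0% = wells stimulated with agonist and 100% = vehicle wells without agonist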
NPY-Y1 PAM-ag: NPY-Y1 receptor potentiators or agonists, primary screen, cell-based | 0.37% of 220,000 active | activation, % at 3.6 µM | Neuropeptide Y receptor type 1 (Homo sapiens), P25929 | NPY-Y1 expressing cells, potentiator/agonist activation; in the data active = activation above about 33%, passing the limit was not always enough;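 note: cells stimulated with NPY at EC10 then isoproterenol at EC100; 0% = low agonist plus stimulus and 100% = saturating agonist plus stimulus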
Target sequence (P25929 whole entry, looked up): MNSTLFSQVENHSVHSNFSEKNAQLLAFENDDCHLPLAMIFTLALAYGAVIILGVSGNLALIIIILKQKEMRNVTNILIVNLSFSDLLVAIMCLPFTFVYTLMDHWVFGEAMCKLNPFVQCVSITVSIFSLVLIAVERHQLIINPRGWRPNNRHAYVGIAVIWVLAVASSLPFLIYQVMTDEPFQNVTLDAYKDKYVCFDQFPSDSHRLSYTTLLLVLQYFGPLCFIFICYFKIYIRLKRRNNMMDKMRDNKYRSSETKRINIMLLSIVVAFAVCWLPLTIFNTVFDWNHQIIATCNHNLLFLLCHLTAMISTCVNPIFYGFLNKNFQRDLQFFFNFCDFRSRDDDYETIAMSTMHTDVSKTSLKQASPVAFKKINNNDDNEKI
NPY Y1 blocker: NPY-Y1 receptor antagonists, primary screen, cell-based | HEK293-CNG Y1 cells, membrane potential fluorescence; NPY at EC95, then isoproterenol | 1% of 200,000 active | Neuropeptide Y receptor type 1 (Homo sapiens), P25929 | inhibition, % at 3.6 µM;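 active = inhibition above the campaign mean inhibition of all tested compounds plus 3 SD, cut at about 20% in these data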;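 note: 0% = DMSO wells given NPY plus isoproterenol and 100% = isoproterenol alone without NPY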
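Assay system: HEK293 cells with Y1 receptor plus CNG channel | Probe or stimulus: NPY (25 nM), isoproterenol (1 µM), Ro 20-1724 (25 µM) | Timing: Compound incubation 1 h at room temperature, readout 45 min post-stimulation | Measured by: Membrane-potential fluorescent dye readout | Benchmarks: High control isoproterenol alone, low control NPY with isoproterenol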
RBBP9 inhibitor: human RBBP9 inhibitors, primary screen, biochemical, fluorescence polarization, FP-Rh probe, HTS. recombinant RBBP9. inhibition, % at 7.94 µM. 0.2% of 220,000 active. AID 1515, 2009;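 active = inhibition above the campaign mean of all tested compounds plus 3 SD, cut at about 14% in these data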;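 note: plate controls were DMSO wells with RBBP9 for no effect and wells lacking RBBP9 protein for full effect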
Target sequence (O75884 whole entry, looked up): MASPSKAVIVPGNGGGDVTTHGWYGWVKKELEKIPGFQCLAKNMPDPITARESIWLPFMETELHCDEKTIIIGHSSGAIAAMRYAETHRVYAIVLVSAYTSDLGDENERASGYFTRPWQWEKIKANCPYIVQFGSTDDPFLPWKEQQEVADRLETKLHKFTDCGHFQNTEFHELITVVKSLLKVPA
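System: RBBP9 protein | Quantity: 2.5 µM RBBP9 dispensing solution, before mixing | Reagent: FP-Rh probe, 375 nM dispensing solution | Timing: Enzyme-compound preincubation 30 min, then probe labeling 45 min, 25 °C | Measured by: Fluorescence polarization | Read-out: % inhibition | Replication: One well per compound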
* marks the source's active call; other numbers are inactive results; · = not tested or not shown.

SMILES	S1P4 antagonist	S1P4 agonist	BaF3 parental	Ba/F3 V617F tox	NPY-Y1 PAM-ag	NPY2 pot ag	RBBP9 inhibitor	Runt-CBFb FRET	NPY Y1 blocker
COCCNC(=O)C1=NOC(Cn2cc(C#N)c(=O)n(C)c2=O)C1 (centres undefined)	9.6	1.3	1.5	0.1	15.7	5.7	-9.1	-1.4	-6.3
CCCn1c(SCC(=O)NC(C)C23CC4CC(CC(C4)C2)C3)n[nH]c1=O (centres undefined)	-8.5	-2.0	3.5	-2.9	5.6	9.1	4.2	0.8	3.9
CCOC(=O)c1ccccc1NC(=O)CSc1nnc(Cc2cccn2C)n1-c1ccc(C)cc1	6.0	0.3	0.6	-2.3	6.5	-13.4	3.2	-1.2	3.1
O=C(N/N=C/c1ccncc1)c1ccccc1	6.3	-1.4	4.8	0.3	6.0	5.7	-1.9	0.0	10.3
CSc1ccc(/C=N\NC(=O)COc2ccc(Cl)cc2Br)cc1	-13.5	1.0	0.8	-1.9	-25.3	-5.2	-1.9	-4.7	6.2
COc1ccc(CC(=O)Nc2cc(NC(=O)Cc3ccc(OC)c(OC)c3)cc(C(=O)O)c2)cc1OC	-0.5	3.5	7.8	0.5	14.7	-7.7	-6.0	-2.5	5.8
CC(C)CC1CC(C)(c2csc(NNC(=O)c3ccccc3)n2)OC1=O (centres undefined)	-1.3	-0.7	1.5	1.8	-25.6	0.5	-10.4	16.5	-3.0
Cc1cccc(Oc2ncc(-c3ccc(Cl)cc3)cn2)c1	2.2	-1.0	1.7	0.3	5.1	4.1	-5.5	-2.8	2.1
O=C(c1ccccc1)C1CCc2occc2C1=O (centres undefined)	-11.5	0.7	0.8	0.0	-9.6	-2.0	-1.5	0.8	-0.7
C/C(=N\Nc1cccc2cccnc12)c1ccccn1	-15.2	-1.2	6.0	-1.6	-10.3	-13.0	9.8	-0.7	-2.6
Cc1cc(C(=O)OCC(=O)Nc2c(F)cccc2F)c(C)n1-c1ccccc1	-10.8	0.3	2.0	2.8	-28.7	-1.4	-14.0	-1.5	-2.8
COC(=O)C1=C(C)Nc2ccc(C)cc2S1	-8.6	0.8	4.8	-3.0	-15.4	8.3	-6.2	2.3	5.5
Cc1ccc(NS(=O)(=O)c2cc(C(=O)O)ccc2Cl)cc1	-4.1	2.6	4.2	0.1	4.6	-2.3	-7.8	0.2	1.0
Cc1cc(NC(=O)CSc2ccc3nnc(-c4ccccc4)n3n2)no1	4.9	-1.0	0.8	3.2	-18.8	-10.5	-5.8	3.3	-0.4
CCOC(=O)/C(=C/C=C1\Sc2cc(OCC)c(OCC)cc2N1CC)C(C)=O	-10.2	-2.5	0.7	-1.3	16.9	7.4	6.8	19.7	8.3
CCN(Cc1cc2ccccc2[nH]c1=O)C(=O)c1cccc([N+](=O)[O-])c1	0.6	0.6	2.5	-2.1	18.4	-3.3	4.0	-0.5	·
Cc1ccc(SCC(=O)NCCN2C(=O)CSC2=O)cc1C	-5.4	-2.5	3.6	-4.2	-15.9	-6.8	5.5	3.1	-2.0
C#CCSc1nccc(-c2nn(-c3ccc(C)cc3)ccc2=O)n1	-5.7	-1.6	3.5	-0.5	-46.5	-8.9	-6.5	7.1	5.8
CCc1c(C)c(C#N)c2nc3ccccc3n2c1-n1nc(C)cc1C	-0.3	1.5	0.1	-2.1	15.1	-9.5	-8.5	-20.5	3.9
CCC(C)/C=C/C1=CC2=C(Cl)C(=O)C3(C)OC(=O)C(C(=O)C(C)C(C)O)C3C2=CO1 (centres undefined)	4.8	1.8	-1.7	-3.1	9.7	-10.5	6.1	12.5	-0.1
COc1ccc(CCNC2CC(=O)N(N(C)C)C2=O)cc1OC (centres undefined)	1.9	-0.3	-0.1	-1.6	-3.9	-10.0	-7.4	-0.3	2.3
CCCN1C(=O)CN(C2CCCCCC2)C(=O)C1c1ccc(C)cc1 (centres undefined)	-13.4	-1.1	4.6	-2.2	15.8	-10.2	-8.3	-4.5	6.5
CCOC(=O)C1CCCN(C(=O)CCC(=O)Nc2ccc3nc(N4CCOCC4)cc(C)c3c2)C1 (centres undefined)	-9.2	0.7	-0.9	-4.5	-0.1	14.6	4.3	1.8	3.9
CC(C)c1nc(N2CCN(C(=O)c3ccco3)CC2)c2c3c(sc2n1)CCCC3	-2.4	-1.7	5.1	-0.4	-37.4	-4.1	-8.7	-3.1	1.8
COC(=O)c1cccc(-n2c(C)cc(C=O)c2C)c1	-9.9	-1.5	6.3	4.9	-15.5	0.7	-9.9	1.8	3.2
Cc1ccc(NCCCCO)cc1C	-6.8	-0.1	8.2	-2.2	8.9	-8.1	17.4*	16.0	2.3
CCCNS(=O)(=O)c1cccc(C(=O)NC2CCCc3ccccc32)c1 (centres undefined)	-10.6	-0.7	1.8	-5.2	17.1	2.9	-7.0	-0.4	-1.1
COC(=O)c1c(N2C(=O)[C@H]3[C@@H](C2=O)[C@]2(C(=O)Nc4c(C)cc(C)cc42)N2CCC[C@@H]32)sc(C)c1C	16.6	-0.3	4.5	-0.6	8.4	9.8	-6.8	·	-6.6
CCN1CCC(NC(=O)Nc2ccccc2C(=O)OC)CC1	-8.9	0.3	3.7	3.4	0.3	-0.8	-10.2	1.7	7.9
Cc1nnc(SCC(=O)N2CCN(c3ccccc3)CC2)n1-c1ccccc1	-9.1	0.5	-1.5	-1.8	4.4	2.6	-15.9	-2.0	-4.8
N#Cc1ccc(CSc2nnc3ccccn23)cc1	-3.0	1.0	0.6	-2.5	-3.4	3.2	-7.5	-1.5	4.3
Cc1cc2cc(C=C(C#N)C#N)c(Cl)nc2cc1C	4.9	1.4	3.9	0.3	21.3	1.1	-0.9	-10.0	-3.4
CC(=O)Nc1ccc(C(=O)OCC(=O)c2ccc(F)cc2)cc1	-7.1	-0.7	9.4	4.9	17.8	4.8	-2.6	-1.3	-7.5
O=C(COC(=O)CNC(=O)c1ccccc1)Nc1ccc(Cl)cc1C(F)(F)F	-3.7	1.2	9.1	3.2	-9.5	-4.2	-3.2	-2.4	-0.3
Cc1nc2oc3ccc(F)cc3c(=O)c2cc1C(=O)NC(C)(C)C	-25.3	1.5	2.4	2.3	-10.2	-16.4	-4.0	-0.7	7.5
Cn1c(NC(=O)c2ccccc2)c(-c2ccccn2)c(=O)c2ccccc21	6.4	1.3	4.1	0.9	-5.0	4.2	-1.7	-0.5	8.0
O=C(CSc1nnnn1-c1ccc2c(c1)OCCO2)OC1CCCCC1	-15.2	-0.6	2.1	-3.5	-26.5	-8.4	-5.4	1.2	3.9
CC(C)(C)Nc1nc2cc([N+](=O)[O-])ccc2o1	-5.7	0.2	2.1	-3.3	15.8	-1.6	-5.1	-1.2	·
CC1=C(C)CC(C(=O)Nc2ccc(C(N)=O)cc2)C(C(=O)O)C1 (centres undefined)	-5.3	-4.1	2.9	-5.2	-16.2	-9.2	-7.4	2.0	-5.5
Brc1c(-c2ccccc2)nc2n1Cc1ccccc1-2	9.0	-2.2	-1.4	-1.2	-34.1	-26.1	0.7	0.5	·

Overlap with the part before: 2 entries, then new ones.
SMILES	S1P4 antagonist	S1P4 agonist	BaF3 parental	Ba/F3 V617F tox	NPY-Y1 PAM-ag	NPY2 pot ag	RBBP9 inhibitor	Runt-CBFb FRET	NPY Y1 blocker
CC1=C(C)CC(C(=O)Nc2ccc(C(N)=O)cc2)C(C(=O)O)C1 (centres undefined)	-5.3	-4.1	2.9	-5.2	-16.2	-9.2	-7.4	2.0	-5.5
Brc1c(-c2ccccc2)nc2n1Cc1ccccc1-2	9.0	-2.2	-1.4	-1.2	-34.1	-26.1	0.7	0.5	·
CCCc1nnc(NC(=O)Cn2c(=O)oc3ccccc32)s1	5.6	-1.4	-1.5	-4.3	3.3	-3.0	-7.8	2.7	1.6
O=C(Nc1ccc2sccc2c1)c1ccc(Cl)s1	3.4	-0.9	5.4	-2.5	-1.7	-8.8	0.7	0.5	1.7
COCCN(C)Cc1cn(-c2ccc(F)cc2F)nc1-c1ccccc1C	-22.8	0.6	7.5	2.1	-19.4	-1.9	-4.2	-0.7	2.9
CCC(C(=O)NCc1ccncc1)c1ccccc1 (centres undefined)	-13.9	-0.8	1.1	-4.0	-3.0	1.2	6.7	0.6	0.5
Cc1ccc(/C=C/c2ccc(=O)n(Cc3ccc(Cl)cc3Cl)n2)cc1	-9.2	0.8	4.8	-1.3	-18.1	1.8	-10.0	-3.8	7.7
Cc1cccn2c(=O)c3cc(C(=O)N4COCC4(C)C)n(C)c3nc12	-12.1	3.3	-2.3	-3.7	4.7	6.3	1.6	-1.7	0.2
COc1ccc(Cn2c(N)c(C#N)c3nc4ccccc4nc32)cc1OC	0.2	-0.3	3.0	4.3	13.3	-9.9	-5.1	11.5	-2.6
CCC(C)C(=O)Nc1cc(Cl)ccc1C(=O)O (centres undefined)	10.1	-1.9	2.6	-0.9	-20.7	-2.0	6.0	-0.7	3.1
C=CCc1ccc(OCCCCNC(C)CC)c(OC)c1 (centres undefined)	-7.8	1.2	2.0	-1.1	6.9	-4.8	-12.4	-1.6	-0.5
Cc1ccc(C(C)C)c(OCC(=O)NN=C2CCCCCCC2)c1	-7.2	1.8	3.1	-1.5	6.7	13.6	-2.0	-2.1	-0.4
Cc1ccc(S(=O)(=O)NCC(=O)N(CC(=O)NC2CCCC2)c2ccc3c(c2)OCCO3)cc1	4.3	-1.0	0.5	2.1	12.7	10.1	1.4	-3.7	-0.7
COc1ccc(C)cc1NC(=O)CSc1nnc(CC(=O)Nc2ccccc2C)n1C	-26.5	0.8	2.8	-5.2	-6.3	6.9	-0.5	1.2	5.7
COc1ccccc1C(=O)NCC(=O)N/N=C/c1cc(Br)ccc1OCc1ccccc1	-7.4	1.0	4.8	-3.5	-6.3	1.8	-29.6	0.1	9.4
COC(=O)c1cc(OC)c(OC)cc1NC(=S)N1CCCCC1	-1.9	2.3	0.5	-4.8	-4.1	-12.1	-5.0	15.0	3.1

Screening results: PubChem, several laboratories

Random draw from the library; about 3.6% have a hit in one of these screens.
